Compound activity as filed in PubChem.
sdo1 growth = compounds rescuing growth of sdo1-depleted yeast, bone marrow failure model | 0.21% of 140,000 active | z-score at 10 µM | S. cerevisiae sdo1-depleted JHY4D growth rescue, OD600 30 h; hits give high values; pdr5 snq2 efflux-pump mutant strain;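 active = z-score above 3 at both the 24 hr and the 30 hr optical density reads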;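 also: z-score against mean and SD of all compound wells on the same plate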
INS promoter inh = TRM-6 insulin promoter activity inhibition; 0.9% of 130,000 active; AID 1273; inhibition, % at 2 µM; TRM-6 cells (human fetal islet line), insulin promoter-eGFP reporter, imaging; reporter expression induced with tamoxifen;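 active = inhibition above the mean plus 3 SD, with well images judged a real hit on visual review, cut at about 60% in these data, passing the limit was not always enough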
sdo1 growth Rescue 24 h = also measured in sdo1 growth; calls as there; z-score; S. cerevisiae sdo1-depleted JHY4D growth rescue, OD600; measured here: growth rescue at 24 h;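 0 is the plate mean of compound wells and units are plate SD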
An asterisk follows results filed as active; [ ] = dose if it differs, or a comment.

`Cc1oc(-c2cc(Cl)cc(Cl)c2)cc1C(=O)NCCc1ccccc1` gave sdo1 growth -0.73, INS promoter inh 13 and sdo1 growth Rescue 24 h -0.46.
Screening CCC(C)(C)NC(=O)CN(Cc1ccc2c(c1)OCO2)C(=O)CCC(=O)Nc1ccccn1 returned sdo1 growth -0.08, INS promoter inh -206 and sdo1 growth Rescue 24 h 0.2.
Screening O=C1c2ccccc2C(Nc2ccc3c(c2)OCO3)N1Cc1ccc2c(c1)OCO2 (stereo not drawn) returned sdo1 growth -0.02 and sdo1 growth Rescue 24 h 2.2.
`O=C(CCCn1c(=S)[nH]c2cc3c(cc2c1=O)OCO3)N1CCN(c2ccc(F)cc2)CC1` gave sdo1 growth 0.21, INS promoter inh -21 and sdo1 growth Rescue 24 h -0.18.
CC(C)(C)NC(=O)CC(c1ccccc1)c1ccccc1O (stereo not drawn) was read as sdo1 growth 0.23, INS promoter inh 10 and sdo1 growth Rescue 24 h 0.07.
`CC12CCC(C(=O)N(CC(O)CN3CCCCC3)C1=O)C2(C)C` (stereo not drawn) gave sdo1 growth 0.73, INS promoter inh 7 and sdo1 growth Rescue 24 h 0.29.
For CC(=O)N(C)c1nnc(-c2ccccn2)s1 the results were sdo1 growth -0.1, INS promoter inh 46 and sdo1 growth Rescue 24 h -0.09.
For CC(Cc1ccccc1)C(=O)NCCO (stereo not drawn) the results were sdo1 growth 0.19, INS promoter inh -38 and sdo1 growth Rescue 24 h -0.29.
Screening Cc1ccc(S(=O)(=O)N2CCN(C(=O)C3Cc4ccccc4CN3C(=O)c3ccco3)CC2)cc1 (stereo not drawn) returned sdo1 growth 0.35, INS promoter inh 28 and sdo1 growth Rescue 24 h 0.1.
O=C(NCCC1=CCCCC1)c1ccc(F)c(S(=O)(=O)N2CCOCC2)c1 was read as sdo1 growth -0.97 and sdo1 growth Rescue 24 h -0.56.
Screening CC(=O)c1ccc(OCC(=O)NCc2ccc(F)cc2)cc1 returned INS promoter inh 29.
`CCN(CC(=O)Nc1ccc(OC(F)F)cc1)C1CCCCC1` gave INS promoter inh 7.
Screening COc1ccc([N+](=O)[O-])cc1NC(=O)CSc1nc(C)cc(C)n1 returned sdo1 growth 0.28, INS promoter inh 22 and sdo1 growth Rescue 24 h -0.03.
`COC(=O)[C@H]1C[C@@H]1[C@H](NC(=O)OCc1ccccc1)c1ccccc1` gave sdo1 growth -0.76, INS promoter inh 0 and sdo1 growth Rescue 24 h -0.64.
`O=C(CSc1ncccc1C(=O)O)c1ccccc1` gave sdo1 growth 0.73, INS promoter inh -136 and sdo1 growth Rescue 24 h 0.04.
Screening COc1cccc(/C=C2\SC(=O)N(CCC(=O)NNC(=O)c3cccc(Cl)c3)C2=O)c1 returned sdo1 growth -0.76, INS promoter inh 32 and sdo1 growth Rescue 24 h 0.13.
For CC(=O)c1cccc(NC(=O)c2cc(-n3cnnc3)ccc2Cl)c1 the results were sdo1 growth 0.83, INS promoter inh 69 and sdo1 growth Rescue 24 h -0.02.
For COc1cc(C(=O)O/N=C2\C=CC(=O)C(C)=C2)cc(OC)c1OC the results were sdo1 growth -0.27, INS promoter inh -9 and sdo1 growth Rescue 24 h -0.21.
Screening COc1ccc(CCNC(=O)C2=COCCO2)cc1 returned sdo1 growth -1, INS promoter inh -64 and sdo1 growth Rescue 24 h -0.93.
`COc1ccc([N+](=O)[O-])cc1N/C(=N/S(=O)(=O)c1ccccc1)c1ccccc1` gave INS promoter inh -11.
Screening COc1ccc(N(CC(=O)Nc2nc3ccc(C)cc3s2)S(=O)(=O)c2c(C)nn(C)c2C)cc1 returned sdo1 growth -1.8 and sdo1 growth Rescue 24 h -1.4.
For Cc1cccc(NC(=O)c2ccccc2OCC(=O)c2ccc(F)cc2)c1 the results were sdo1 growth -1.1, INS promoter inh -10 and sdo1 growth Rescue 24 h -0.46.
Screening CN1C(=O)c2cccc(NCCCCCCN3C(=O)c4ccccc4C3=O)c2C1=O returned sdo1 growth 0.22, INS promoter inh 45 and sdo1 growth Rescue 24 h 2.
Screening Cc1ccc(OCc2nnc(SCC(=O)CC(=O)Nc3ccccc3)o2)cc1 returned sdo1 growth 0.37 and sdo1 growth Rescue 24 h 0.6.
`Cc1c(/C=N/n2cnnc2)c2ccccc2n1C` gave sdo1 growth 0.57 and sdo1 growth Rescue 24 h 2.7.
`CCCNC(=O)C1CCN(S(=O)(=O)c2ccc(Br)cc2)CC1` gave sdo1 growth 0.65, INS promoter inh -38 and sdo1 growth Rescue 24 h 0.65.
Screening CCN(C(=O)Nc1ccccc1OC)c1c(N)n(Cc2ccccc2)c(=O)[nH]c1=O returned sdo1 growth 0.01, INS promoter inh 4 and sdo1 growth Rescue 24 h 0.32.
Screening COc1ccc(/C(C)=N/Nc2ncc(Cl)cc2Cl)c(O)c1 returned sdo1 growth 0.28, INS promoter inh 29 and sdo1 growth Rescue 24 h 1.7.
Screening CCc1ccc(NC(=O)CCNS(=O)(=O)c2cccc3nsnc23)cc1 returned sdo1 growth 0.95, INS promoter inh -61 and sdo1 growth Rescue 24 h 0.77.
`COc1ccc(C(=O)NC2CCCCCC2)cc1S(=O)(=O)N1CCCC1` gave INS promoter inh 11.

The last 2 compounds of the part before lead into the next.
Screening CCc1ccc(NC(=O)CCNS(=O)(=O)c2cccc3nsnc23)cc1 returned sdo1 growth 0.95, INS promoter inh -61 and sdo1 growth Rescue 24 h 0.77.
`COc1ccc(C(=O)NC2CCCCCC2)cc1S(=O)(=O)N1CCCC1` gave INS promoter inh 11.
`CCOC(=O)N/N=C/c1ccc(OC)c(O)c1` gave INS promoter inh 14.
For Cc1ccc(C2N=C(N)Nc3nc4ccccc4n32)cc1 (stereo not drawn) the results were INS promoter inh -50.
`Cc1cc2nnc(SCC(=O)Nc3cc(S(=O)(=O)N4CCOCC4)ccc3Cl)n2c2ccccc12` gave sdo1 growth 0.09, INS promoter inh -52 and sdo1 growth Rescue 24 h -0.17.
For Cn1c(-c2sc3cc(C(F)(F)F)cnc3c2-c2cccnc2)n[nH]c1=S the results were sdo1 growth -0.48, INS promoter inh 6 and sdo1 growth Rescue 24 h -0.81.
For CCOC(=O)c1cnc(NCc2ccccc2)nc1C the results were sdo1 growth -0.87, INS promoter inh 28 and sdo1 growth Rescue 24 h -1.5.
CCNc1nc(SC)nc(N(C#N)CC(=O)OC)n1 was read as sdo1 growth -0.05, INS promoter inh 43 and sdo1 growth Rescue 24 h -0.64.
Screening CS(=O)(=O)c1ccc2nc(NC(=O)C3C4C=CC(C4)C3C(=O)O)sc2c1 (stereo not drawn) returned sdo1 growth 0.45, INS promoter inh 70 and sdo1 growth Rescue 24 h -0.02.
For COC(=O)c1ccc(COC(=O)c2ccccn2)cc1 the results were sdo1 growth 0.97, INS promoter inh 8 and sdo1 growth Rescue 24 h 0.9.
O=C(CCSc1ccccc1Cl)Nc1cccc([N+](=O)[O-])c1 was read as sdo1 growth -1.1, INS promoter inh 6 and sdo1 growth Rescue 24 h -1.1.
Screening O=C(NNS(=O)(=O)c1ccccc1)c1ccc(O)cc1 returned sdo1 growth 0.63, INS promoter inh 12 and sdo1 growth Rescue 24 h -0.04.
C=CCNC(=O)c1ccc(C)cc1Cl was read as sdo1 growth 0.7 and sdo1 growth Rescue 24 h -0.12.
Screening Cc1ccccc1NC(=S)NCc1ccc(Cl)cc1 returned sdo1 growth 0.59, INS promoter inh 34 and sdo1 growth Rescue 24 h 0.25.
For COc1ccc(CN(Cc2cc3ccc(C)cc3[nH]c2=O)Cc2nnnn2C2CCCC2)cc1 the results were sdo1 growth -1.6 and sdo1 growth Rescue 24 h -1.7.
`CCOC(=O)c1cc(CC)sc1NC(=O)Cc1ccsc1` gave sdo1 growth -1.9 and sdo1 growth Rescue 24 h -1.3.
`CCOc1ccc(OCCCCNCCN)cc1` gave sdo1 growth 0.18, INS promoter inh 45 and sdo1 growth Rescue 24 h -0.29.
Screening CC(C)(C)OC(=O)C(Cc1ccc(OC(C)(C)C)cc1)NC(=O)CNC(=O)OCc1ccccc1 (stereo not drawn) returned sdo1 growth 0.02 and sdo1 growth Rescue 24 h -0.04.
For COC(=O)C1CCN(C(=O)COC(=O)CCc2nc3ccccc3c(=O)[nH]2)CC1 the results were sdo1 growth 0.7, INS promoter inh 15 and sdo1 growth Rescue 24 h -0.45.
For O=C(COC(=O)CNC(=O)c1ccco1)NCc1ccc(F)cc1 the results were INS promoter inh 15.
COc1ccc(CCNC(=O)CSc2nnc(-c3cccc(C)c3)o2)cc1OC was read as sdo1 growth 0.26 and sdo1 growth Rescue 24 h 0.35.
Screening NNC(=O)c1cc2cc3ccccc3nc2s1 returned INS promoter inh 13.

Five compounds drawn at random from those above:
COc1ccc(CCNC(=O)CSc2nnc(-c3cccc(C)c3)o2)cc1OC was read as sdo1 growth 0.26 and sdo1 growth Rescue 24 h 0.35.
Screening NNC(=O)c1cc2cc3ccccc3nc2s1 returned INS promoter inh 13.
For COc1ccc(CN(Cc2cc3ccc(C)cc3[nH]c2=O)Cc2nnnn2C2CCCC2)cc1 the results were sdo1 growth -1.6 and sdo1 growth Rescue 24 h -1.7.
C=CCNC(=O)c1ccc(C)cc1Cl was read as sdo1 growth 0.7 and sdo1 growth Rescue 24 h -0.12.
For COC(=O)C1CCN(C(=O)COC(=O)CCc2nc3ccccc3c(=O)[nH]2)CC1 the results were sdo1 growth 0.7, INS promoter inh 15 and sdo1 growth Rescue 24 h -0.45.

More structures follow:
Nc1ccc2oc(-c3ccccn3)nc2c1 was read as sdo1 growth 0.71, INS promoter inh 9 and sdo1 growth Rescue 24 h 1.
For Cc1ccc(C)c(N2CCN(CC(=O)Nc3ccc([N+](=O)[O-])cc3C(=O)Nc3ccccc3F)CC2)c1 the results were sdo1 growth 0.01, INS promoter inh -9 and sdo1 growth Rescue 24 h -0.11.
Screening NS(=O)(=O)c1ccc(CCNC(=O)COC(=O)CCSc2ccc(Cl)cc2)cc1 returned sdo1 growth -0.19, INS promoter inh -35 and sdo1 growth Rescue 24 h -0.35.
Cc1c(C(=O)NC(=S)Nc2ccc(N3CCOCC3)cc2)cccc1[N+](=O)[O-] was read as INS promoter inh 13.
`CCOC(=O)c1c(CN2CCCCC2)n(C)c2cc(Br)c(O)cc12` gave sdo1 growth 1.8, INS promoter inh -21 and sdo1 growth Rescue 24 h 1.9.
Screening Cc1cccc(CN2CCNC2=O)c1 returned sdo1 growth 0.29[20.1 µM], INS promoter inh -22 and sdo1 growth Rescue 24 h -0.59.
COc1ccc(N2CCN(C(c3ccccc3)c3nnnn3Cc3ccc(F)cc3)CC2)cc1 (stereo not drawn) was read as sdo1 growth -1.6 and sdo1 growth Rescue 24 h -0.83.
Screening Cc1ccc2nsnc2c1NC(=O)c1sc2ccccc2c1Cl returned sdo1 growth 0.7, INS promoter inh 19 and sdo1 growth Rescue 24 h 2.5.
`O=C(c1cccn(Cc2ccc(Cl)c(Cl)c2)c1=O)N1CCOCC1` gave sdo1 growth 1.1, INS promoter inh 7 and sdo1 growth Rescue 24 h 0.72.
Cc1cc(C)cc(N2CC(O)=C(c3nc4ccccc4c(=O)[nH]3)C2=N)c1 was read as INS promoter inh -43.

Overlap with the part before: two compounds, then new ones.
`O=C(c1cccn(Cc2ccc(Cl)c(Cl)c2)c1=O)N1CCOCC1` gave sdo1 growth 1.1, INS promoter inh 7 and sdo1 growth Rescue 24 h 0.72.
Cc1cc(C)cc(N2CC(O)=C(c3nc4ccccc4c(=O)[nH]3)C2=N)c1 was read as INS promoter inh -43.
Screening COc1ccc(CN(C)C(=O)CCl)cc1 returned INS promoter inh -6.
Screening Cn1cccc1/C=C1\SC(=S)N(NC(=O)c2ccccc2)C1=O returned sdo1 growth -0.79, INS promoter inh 36 and sdo1 growth Rescue 24 h -0.19.
Cc1ccc(-c2nnc(SCC(=O)Nc3cccc(C(=O)N4CCOCC4)c3)n2C)cc1 was read as sdo1 growth 0.63, INS promoter inh 12 and sdo1 growth Rescue 24 h -0.88.
O=C(OCc1ccc2c(c1)OCO2)c1ccc(S(=O)(=O)N2CCCCC2)cc1 was read as sdo1 growth -0.98, INS promoter inh -36 and sdo1 growth Rescue 24 h 0.51.
For COc1ccc(NC(=O)Cn2c(=O)n(-c3ccc(OC)cc3OC)c(=O)c3c(C)c(C)sc32)cc1 the results were sdo1 growth -0.66, INS promoter inh 11 and sdo1 growth Rescue 24 h -2.2.
For O=C(NC1=NC2CCCCC2N1)c1ccccc1 (stereo not drawn) the results were sdo1 growth 1.3, INS promoter inh 27 and sdo1 growth Rescue 24 h -1.3.
`COc1ccc(/C=N/NC(=O)c2ccncc2)cc1CSc1nc2ccccc2s1` gave sdo1 growth -0.82 and sdo1 growth Rescue 24 h -0.34.
`Cc1cccc(C)c1OCC(O)Cn1c2ccccc2c2ccccc21` (stereo not drawn) gave sdo1 growth -2.2 and sdo1 growth Rescue 24 h -2.5.
O=C(COC(=O)CCCSc1nc2ccccc2[nH]1)Nc1ccc(Cl)cc1 was read as sdo1 growth 0.67, INS promoter inh 14 and sdo1 growth Rescue 24 h 0.04.
Screening CC(C)CC(c1nnnn1CC1CCCO1)N1CCN(c2cccc(Cl)c2)CC1 (stereo not drawn) returned sdo1 growth -2.4 and sdo1 growth Rescue 24 h -1.8.
For CCOc1cc(C(=O)NC(C)CC)cc(OCC)c1OCC (stereo not drawn) the results were sdo1 growth -0.02, INS promoter inh 41 and sdo1 growth Rescue 24 h -0.36.
Cc1ccc(C(=O)Nc2cccc(C(=O)NCc3ccccc3)c2)o1 was read as sdo1 growth -0.07 and sdo1 growth Rescue 24 h -0.06.
O=C(COC(=O)c1ccccc1C(=O)c1ccc(Cl)cc1)NCc1ccccc1 was read as sdo1 growth -0.73 and sdo1 growth Rescue 24 h -0.81.
